Bioassay records from PubChem.
V-ATPase pH: regulators of yeast V-ATPase proton transport; S. cerevisiae, pHLuorin cytosolic pH fluorescence; 0.37% of 350,000 active; response, % at 10 µM; in the data active means response mostly above about 7.3%, no sharp cut-off; inactive means mostly below about 5.4%; further: actives read high; inactives centre near 0; some compounds called inactive have numbers as strong as hits
CAL PDZ FP-1: blocks peptide binding to the human CAL PDZ domain; Q9HD26; purified CAL PDZ, TMR-peptide fluorescence polarization, 1 h; inhibition, % at 24.9 µM; 0.92% of 300,000 active; AID 602252;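 active means mean inhibition of at least 30% with at least half of replicates also reaching 30%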;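 further: 0% = DMSO neutral control and 100% = excess unlabeled competitor peptide PRC23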
Keap1-Nrf2 PPI: disrupts human Keap1 binding to Nrf2 peptide; AID 504523; inhibition, % at 9.4 µM; Keap1 Kelch-Nrf2 peptide fluorescence polarization, 1536-well; 0.15% of 340,000 active; in the data active means inhibition above about 12%;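 further: human Keap1 Kelch domain with fluorescein labeled Nrf2 9mer peptide probe; 0% = neutral control wells and 100% = peptide positive control; higher means more block of Keap1 binding to Nrf2 peptide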
CAL PDZ FP-2: inhibitors of human CAL PDZ peptide binding; purified CAL PDZ, TMR-peptide fluorescence polarization, 1 h; AID 504414; Q9HD26; 0.02% of 330,000 active; inhibition, % at 20 µM;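 active means highest replicate inhibition of at least 40%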;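 further: plate controls were DMSO neutral control wells for no effect and unlabeled competitor peptide control wells for full effect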
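Material – purified CerCALP PDZ construct · Detection – FP readout, S and P plane fluorescence · Measure – percent inhibition from loss of millipolarization · Controls – unlabelled peptide for full inhibition, DMSO wells as neutral · Probe or stimulus – TMR-labelled reporter peptide T*-PRC34 bound in PDZ groove · Times – 1 h at RT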
Arr AP2 block: inhibitors of human beta-arrestin and AP2 interaction; FITC-arrestin peptide / GST-AP2 beads, flow cytometry; AP2 beta2 appendage carries R879A mutation; 0.31% of 340,000 active; inhibition, % at 10 µM;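 active means inhibition above a set limit, near 3 SD of compounds lacking own fluorescence, cut at about 54% in these data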;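 further: plate controls were DMSO wells for no effect and 5 µM unlabelled arrestin peptide for full effect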
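Test system: GST-tagged AP2 beta2-adaptin appendage (R879A) on 4 µm glutathione beads; also added: fluorescein-tagged arrestin peptide at 50 nM final; timing: 12 min plus 1 h, RT; signal: flow cytometry, FL1 (488/535 nm); read-out: percent drop in bead-associated FITC signal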
RTF Ca sens inh: cardiac RTF calcium desensitization; inhibition, % at 7.15 µM; P19429+P45379; IANBD-labeled cardiac RTF, Ca2+ fluorescence; 0.12% of 340,000 active; AID 493244;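 active means inhibition above the mean inhibition of all tested compounds plus 3 SD, cut at about 17% in these data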;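 further: assay run at fixed EC70 calcium of 1.6 mM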
NSD2 inh: inhibitors of human histone methyltransferase NSD2 | O96028 | NSD2 peptide methylation, AlphaScreen, 120 min | inhibition, % at 12.5 µM | 0.54% of 310,000 active | AID 743445; in the data active means inhibition above about 50%
DSG3 Ab inh: blocks pemphigus antibody binding to human desmoglein-3; binding (percent of control), % at 10 µM; AID 588358; 0.48% of 310,000 active; P32926; DSG3-coupled beads, scFv-anti-DSG3-GFP binding, flow cytometry; hits give low values;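 active means binding more than 3 SD below its plate's average and above zero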;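 further: hits lower antibody fragment binding to DSG3; some compounds called inactive have numbers as strong as hits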
Target sequence (P32926 whole entry, looked up, the tested form may be a part): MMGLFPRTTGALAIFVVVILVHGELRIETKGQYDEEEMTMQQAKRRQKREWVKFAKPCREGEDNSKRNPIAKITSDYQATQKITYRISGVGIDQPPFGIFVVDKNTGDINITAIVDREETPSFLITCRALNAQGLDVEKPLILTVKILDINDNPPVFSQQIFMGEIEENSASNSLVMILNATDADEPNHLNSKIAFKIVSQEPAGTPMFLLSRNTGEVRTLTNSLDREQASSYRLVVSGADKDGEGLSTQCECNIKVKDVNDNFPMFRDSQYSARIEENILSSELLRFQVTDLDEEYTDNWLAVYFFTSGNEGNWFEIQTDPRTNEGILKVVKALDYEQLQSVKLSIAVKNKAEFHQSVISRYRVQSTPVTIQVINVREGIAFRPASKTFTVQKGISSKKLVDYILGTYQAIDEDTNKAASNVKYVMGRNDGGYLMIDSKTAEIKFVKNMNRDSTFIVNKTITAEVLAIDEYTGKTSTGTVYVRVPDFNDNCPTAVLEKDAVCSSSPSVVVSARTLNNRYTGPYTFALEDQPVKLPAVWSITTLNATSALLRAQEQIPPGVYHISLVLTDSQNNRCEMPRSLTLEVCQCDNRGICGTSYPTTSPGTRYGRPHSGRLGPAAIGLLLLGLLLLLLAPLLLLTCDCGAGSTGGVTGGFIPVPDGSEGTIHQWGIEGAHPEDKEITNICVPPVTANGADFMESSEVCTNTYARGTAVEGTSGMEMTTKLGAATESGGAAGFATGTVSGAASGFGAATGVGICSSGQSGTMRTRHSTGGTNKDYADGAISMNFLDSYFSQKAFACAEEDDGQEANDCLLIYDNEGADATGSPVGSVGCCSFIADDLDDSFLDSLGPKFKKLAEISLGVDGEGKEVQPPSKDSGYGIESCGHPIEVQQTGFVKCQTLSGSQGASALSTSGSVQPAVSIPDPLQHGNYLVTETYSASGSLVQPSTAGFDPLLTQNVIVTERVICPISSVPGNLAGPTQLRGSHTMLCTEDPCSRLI
C-LANA FP: inhibitors of KSHV LANA C-terminal domain DNA binding. MBP-C-LANA/FAM-LBS DNA binding, fluorescence polarization. inhibition, % at 9 µM. 0.078% of 340,000 active. AID 504423;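 active means highest replicate inhibition at or above 60% at 9 µM, even if other replicates fall short; inactive means all replicates below 60% inhibition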;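 further: 0% = neutral control wells and 100% = 4 µM acridine orange control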
DAGLB inhibitor: diacylglycerol lipase beta (human) inhibition. HEK293T DAGLB membrane lysate, EnzChek fluorogenic substrate. inhibition, % at 5.17 µM. 0.059% of 340,000 active. AID 504411; in the data active means inhibition above about 34%;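 further: 0% = enzyme with vehicle and 100% = wells lacking enzyme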
Numbers without * were called inactive; . = no result given.

SMILES	V-ATPase pH	CAL PDZ FP-1	Keap1-Nrf2 PPI	CAL PDZ FP-2	Arr AP2 block	RTF Ca sens inh	NSD2 inh	DSG3 Ab inh	C-LANA FP	DAGLB inhibitor
NC(=O)c1cc(Br)cc(C2CCCCC2)c1O	2	-1	-1	-1.3	27	8	-3	107	0.3	-6
Cc1ccccc1NS(=O)(=O)c1ccc(C(=O)N2CCCC(C(F)(F)F)C2)cc1 (stereo not given)	-2	-2	-4	-1.5	7	3	3	103	0.0	-1
Nc1nccc(-c2ccc(-n3cccc3)cc2)n1	4	-1	-5	-0.6	-3	1	-1	96	2.5	0
Cc1nc2ccccc2cc1C(=O)Nc1ccccc1Cl	4	-2	-6	0.1	0	-1	-2	105	1.8	0
O=C(O)CC1SC(N/N=C/c2ccc(Br)cc2)NC1=O (stereo not given)	2	-5	5	0.4	-4	11	-1	98	-0.3	-2
COCC1CCN(C(=O)c2ccc3nc(Cc4cccc(Cl)c4)oc3c2)CC1	-2	.	.	.	.	.	0	107	.	-3
Cc1nc2ccccc2c2oc(C(=O)N3CCN(C4CCCCC4)CC3)cc12	-3	.	-4	-0.8	-4	-11	.	107	-1.5	-4
CCOC(=O)C1CCN(C(=O)CN(Cc2ccc(Cl)cc2)S(C)(=O)=O)CC1	-2	8	-4	.	-1	-5	-1	117	-0.8	1
CCOc1ccc(/C=N/NC(=O)c2cc3c(OC)cccc3[nH]2)cc1	1	-1	-2	-0.1	32	-5	.	96	-0.2	-3
COc1cc([N+](=O)[O-])ccc1NC(=O)CSc1ccccn1	-4	2	0	-0.9	-16	4	.	109	1.2	1
CC(C)N1C(=O)/C(=C/c2nc3ccccc3c(=O)n2-c2ccccc2)c2ccccc21	-1	0	1	0.9	1	-5	5	96	-1.0	17
CN(C)N(Cc1ccccc1)C(=O)C(O)(c1ccccc1)c1ccccc1	3	2	-1	-0.8	27	4	-6	98	-1.3	-8
CCCCCn1c(=O)[nH]c2cc(C(=O)N3CCN(c4ccccc4F)CC3)ccc2c1=O	2	-9	-5	0.4	8	10	6	.	0.6	2
Cc1ccc(N2CCN(c3ccc(C)cc3)C2c2ccccn2)cc1	-1	0	-8	-1.8	-3	0	1	94	1.3	-4
CC(C)c1ccc(S(=O)(=O)N2CCN(C(C)C(=O)NC3CCCC3)CC2)cc1 (stereo not given)	-1	.	-2	1.0	-16	5	-1	98	1.2	1
COc1ccc(NC(=S)NCCSc2ccc(Cl)cc2)c(OC)c1	-9	-3	-6	-3.1	7	1	3	105	-1.0	2
CN1CCN(S(=O)(=O)c2ccc(Cc3ccc(S(=O)(=O)N4CCN(C)CC4)cc3)cc2)CC1	1	0	-1	-0.4	-1	1	5	99	-1.5	-1
COc1ccc(NC(=O)C2CCCN2S(=O)(=O)c2ccc3c(c2)CC(C)N3C(C)=O)cc1OC (stereo not given)	-3	-3	1	-2.9	30	-12	9	99	-1.1	4
O=C(CN1C(=O)COc2ccccc21)N1CCc2ccccc2C1	-2	-3	-2	0.5	13	3	-5	.	1.4	-4
CCOc1cc(NC(=S)NCCCN2CCOCC2)c(OCC)cc1NC(=O)c1ccco1	-5	0	-4	0.3	50	3	-5	103	-1.7	-3

Reprinted from the part before: four entries, followed by the next part.
SMILES	V-ATPase pH	CAL PDZ FP-1	Keap1-Nrf2 PPI	CAL PDZ FP-2	Arr AP2 block	RTF Ca sens inh	NSD2 inh	DSG3 Ab inh	C-LANA FP	DAGLB inhibitor
CN1CCN(S(=O)(=O)c2ccc(Cc3ccc(S(=O)(=O)N4CCN(C)CC4)cc3)cc2)CC1	1	0	-1	-0.4	-1	1	5	99	-1.5	-1
COc1ccc(NC(=O)C2CCCN2S(=O)(=O)c2ccc3c(c2)CC(C)N3C(C)=O)cc1OC (stereo not given)	-3	-3	1	-2.9	30	-12	9	99	-1.1	4
O=C(CN1C(=O)COc2ccccc21)N1CCc2ccccc2C1	-2	-3	-2	0.5	13	3	-5	.	1.4	-4
CCOc1cc(NC(=S)NCCCN2CCOCC2)c(OCC)cc1NC(=O)c1ccco1	-5	0	-4	0.3	50	3	-5	103	-1.7	-3
CC(Sc1nc(-c2ccc(F)cc2)cs1)C(=O)N1c2ccccc2CC1C (stereo not given)	0	-3	-3	-1.3	1	-8	-8	91	0.6	-21
N#Cc1cc2c(nc1SCc1cccnc1)CCCC2	2	-2	-2	-5.2	15	4	-1	100	1.7	2
C[C@]12C=CC(=O)C=C1CC[C@@H]1C2=CC[C@]2(C)[C@@H](C(=O)CN3CCN(c4cc(N5CCCC5)nc(N5CCCC5)n4)CC3)CC[C@@H]12	-7	21	-44	0.2	-1	-9	.	.	7.8	6
O=C(COC(=O)c1c(Cl)ccc(Cl)c1Cl)NCC1CCCO1 (stereo not given)	0	-3	0	-1.0	-13	-4	8	100	1.1	-1
O=C(CNC(=O)c1ccccc1)NCC(=O)OCc1ccc(Cl)cc1	-1	-6	1	-0.7	4	-7	-2	98	-0.6	2
Cc1ccc(SCC(=O)OCC(=O)N(CCC#N)c2ccccc2)cc1	1	8	-1	-1.3	-6	1	-1	.	-2.3	-1
C/C=C/C(=O)Nc1nnc(C2CCCCC2)s1	-5	-2	-1	-0.9	7	-4	-2	104	1.0	-1
O=C1CCCC2=C1C(c1cccc(O)c1)c1c(ccc3ncccc13)N2 (stereo not given)	2	3	-3	-0.9	15	1	2	104	0.9	1
Cc1cc(-c2cccs2)nc(-n2cccc2)n1	5	-3	0	-2.6	7	-10	5	101	-0.3	-8
CCCCCCCSc1nsc(N)n1	-8	-3	0	0.4	-10	-6	-1	92	2.0	0
COc1ccc(Cn2nnnc2CN2CCC(O)(c3ccc(F)cc3)CC2)cc1	-4	-4	-2	-2.0	-4	-3	-2	110	0.5	1
Cn1c(=O)c2c(O)cc(=O)n(-c3ccccc3)c2n(C)c1=O	4	.	2	-0.2	-3	-7	-3	101	1.0	0
Cc1ccc2[nH]c(-c3ccccc3)c(CN3CCOCC3)c(=O)c2c1	3	0	-3	-0.7	6	-1	2	.	0.4	0
O=C(Nc1ccc(F)cc1)c1csc(Cc2ccccc2)n1	-2	0	-3	-2.8	17	-5	1	99	3.5	0
CC(=O)Nc1ccc(S(=O)(=O)N2CCN(c3cccc(C)c3C)CC2)cc1	3	-3	6	-0.9	21	-4	.	99	0.2	-2
COc1ccc(NC(=O)CSc2sc3c(O)cc(=O)[nH]c3c2C#N)c(OC)c1	2	-4	0	-3.0	-6	-8	47	101	3.3	4
CCCCC(=O)c1ccc(OC(=O)c2ccc([N+](=O)[O-])cc2)cc1	-2	-2	1	0.2	1	0	.	.	-0.6	-10
Cc1ccc(S(=O)(=O)N2CCC(C(=O)NCc3ccccc3CN3CCCC3)CC2)cc1C	0	-2	0	-0.6	0	-3	8	114	0.2	0
Cc1ccc(N(CC(O)Cn2nc(C)cc2C)S(=O)(=O)c2ccc3ccccc3c2)cc1 (stereo not given)	1	-2	-2	-1.5	-6	7	0	105	1.8	-4
Cc1cc(C)cc(OCC(=O)N(C)CC(=O)Nc2ccc(N3CCOCC3)cc2)c1	0	-5	0	-3.2	2	4	9	108	-1.0	1
CC1C(=O)Nc2ccccc2N1C(=O)c1ccc(F)cc1F (stereo not given)	12	-4	-2	-2.7	10	-13	43	100	3.5	-5
CCCN(CC(=O)Nc1ccccc1C)C(=O)C1CCN(S(=O)(=O)c2ccc3c(c2)OCCO3)CC1	-4	4	-1	-0.3	16	-6	3	.	0.7	-4
Cc1ccc(C(=O)NNC(=O)COC(=O)COc2ccccc2C#N)cc1	0	1	-4	0.0	-7	0	-5	113	-1.1	1
C/C(=N\NC(=O)c1ccc(-c2ccccc2)cc1)c1ccco1	-4	-5	3	-0.3	11	-6	-2	116	-0.6	-4
CC(C)CCSc1nc2ccccc2[nH]1	-2	-6	0	-2.9	39	-3	-3	98	0.5	-2
CCN1C(=O)CC(N2CCN(c3ccc(C(=O)c4ccncc4)cc3)CC2)C1=O (stereo not given)	-1	-1	2	-1.6	1	-4	-4	.	-1.3	1
CC(C)(C)C(=O)Nc1ccc2c(c1)OCCOCCOc1cc(NC(=O)C(C)(C)C)ccc1OCCOCCO2	2	7	0	-2.2	-18	-4	-2	109	1.4	-2
Fc1ccc(NC(=S)Nc2cccnc2)cc1Cl	-1	-10	-2	-0.2	-1	4	24	95	1.6	-1
COc1ccc(C2=NS(=O)(=O)N(C)C(C(=O)N3CCN(C)CC3)=C2)cc1	5	.	-5	-0.3	0	-3	.	100	0.5	0
CC(=O)C(Cc1ccc(Cl)nc1)(Cc1ccc(Cl)nc1)C(C)=O	-4	1	2	-1.4	5	9	-9	102	-0.7	-1
COc1cc(C(=O)NCc2nnc(SCC(=O)Nc3cc(C)cc(C)c3)o2)cc(OC)c1OC	0	-1	-1	-2.0	2	-3	-1	100	1.1	-1
COc1ccc(S(=O)(=O)NC2CCCCC2)cc1C(=O)N1CCCCC1	-2	-3	-1	-3.5	-9	-7	0	111	-0.5	-6
Cc1cc(C)n(S(=O)(=O)c2ccc(F)cc2)n1	0	-5	0	0.6	-16	-1	-5	135	1.1	-1
COc1ccc(CCN2CC(C(=O)N3CCCCCC3)CCC2=O)cc1 (stereo not given)	0	-2	5	-2.3	8	3	-2	.	0.3	-2
Cc1cc(C(=O)O)cc(S(=O)(=O)NNC(=O)c2cccs2)c1C	3	2	-3	-1.7	39	-6	1	102	-1.1	1
Cc1cccc(Cn2c(N(C)CCO)nc3c2c(=O)[nH]c(=O)n3C)c1	3	-2	-2	0.8	-2	-2	.	110	1.3	1
CCN(Cc1cnn(C)c1)Cc1nc(Cc2ccccc2Cl)no1	-2	-5	2	-0.8	-27	5	0	91	1.1	-1
Cc1ccn2c(=O)c(NC(=O)c3ccc4c(c3)OCO4)c(C)nc2c1	-1	.	.	.	.	.	-5	103	.	-1
COc1ccc(-c2nnc(CSc3nnc(-c4ccncc4)n3C3CCCCC3)o2)cc1OC	-1	-2	-5	-0.6	-2	-1	5	91	0.3	-2
COC(=O)c1sccc1NC(=O)CSc1ccc(Cl)cc1	-1	2	-3	-1.5	28	1	-2	103	1.0	-12
c1ccc(-c2cc(-c3cc(-c4ccccc4)on3)no2)cc1	2	.	.	.	.	.	-3	106	.	-6
COC(=O)c1ccccc1NC(=O)C1COc2ccccc2O1 (stereo not given)	2	-1	1	-1.4	12	-17	-3	96	0.8	-27
Cc1ccc(O)c(N=Nc2ccccc2)n1	-3	-3	3	-0.5	4	7	.	102	-0.2	3
COc1ccccc1NC(=O)CSc1nnc(CNC(=O)COc2ccc(Cl)cc2)o1	-5	-6	3	0.9	-8	4	-5	74	2.0	-2
CCC(=O)Nc1cccc(Oc2nc(C)cc(C)c2C#N)c1	-1	.	3	0.0	20	-4	.	100	0.3	-1
Cc1ccc(OCc2ccc(C(=O)N3CCCC3)o2)c([N+](=O)[O-])c1	-1	-7	6	-3.9	-28	5	6	108	-0.8	0

The list is partial (hit frequency here may not be typical).
